S-ASM inh: blocks human secretory acid sphingomyelinase | P17405 | 0.006% of 340,000 active | placental ASM, HMU-PC fluorogenic substrate, 60 min | Potency, µM (series often up to 57.5 µM), inactives show at the top dose activity change, negative = inhibition, most hits filed as inhibitors; note: potency is the fitted concentration of half-maximal effect
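HMU-PC0 cleavage (9 uM final) by human placental ASM, 60 min at 37 °C following 10 min compound exposure at RT; stopped at pH 10, fluorescence Ex 386/Em 447 nm.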
PKM2 activator: increases activity of human pyruvate kinase M2; P14618; purified PKM2, Kinase-Glo ATP luminescence, activation; response scale: 0% is enzyme alone, no compound; Potency, µM (doses to about 57.5 µM), without a hit: at the top dose activation, most hits filed as activators; 0.34% of 260,000 active; note: potency is the fitted concentration of half-maximal effect; % is set by controls: 0 for no effect and ±100 for the full control effect; nearly all actives have a fitted effect of over 55% in size
Target sequence (P14618 whole entry, looked up): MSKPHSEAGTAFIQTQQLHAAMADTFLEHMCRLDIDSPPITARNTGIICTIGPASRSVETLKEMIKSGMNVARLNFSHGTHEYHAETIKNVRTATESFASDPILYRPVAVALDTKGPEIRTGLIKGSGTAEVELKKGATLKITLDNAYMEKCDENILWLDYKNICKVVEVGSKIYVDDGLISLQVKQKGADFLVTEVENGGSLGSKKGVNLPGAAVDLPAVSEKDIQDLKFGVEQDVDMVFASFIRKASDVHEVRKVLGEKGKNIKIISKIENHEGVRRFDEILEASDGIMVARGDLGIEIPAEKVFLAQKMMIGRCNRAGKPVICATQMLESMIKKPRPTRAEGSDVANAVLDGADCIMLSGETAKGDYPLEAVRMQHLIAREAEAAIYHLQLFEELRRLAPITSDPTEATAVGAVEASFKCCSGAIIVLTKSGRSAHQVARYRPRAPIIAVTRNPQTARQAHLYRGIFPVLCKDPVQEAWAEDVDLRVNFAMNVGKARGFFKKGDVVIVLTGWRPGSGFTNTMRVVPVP
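hPK-M2, >95% pure; 0.1 mM ADP / 0.5 mM PEP final; imidazole pH7.2 buffer w/ 7 mM MgCl2, 50 mM KCl; 1 h RT; Kinase-Glo lum. Intermediate enzyme activity for dual inhibitor/activator qHTS.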
Tb PFK inh: blocks T. brucei phosphofructokinase | O15648 | T. brucei PFK, ADP-Glo luminescence | Potency, µM (top dose mostly 57.5 µM), for inactives: at the highest dose activity, negative = inhibition, most hits filed as inhibitors | 0.17% of 330,000 active;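 note: potency is the fitted concentration of half-maximal effect; 0% = uninhibited 1x PFK enzyme wells and -100% = no-enzyme wells; nearly all actives have a fitted effect of over 60% in size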
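Activity is normalized to no-enzyme wells (full inhibition) and 1.25 nM enzyme wells (no inhibition). Reaction: 0.5 mM F6P, 0.1 mM ATP, 45 min RT, ADP-Glo luminescence; concentration-response curves fitted and classed by quality.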
GALK inhibitor: inhibitors of human galactokinase; P51570; Purified GALK, Kinase-Glo residual ATP luminescence; Potency, µM (series often up to 57.5 µM), for inactives: at the highest dose activity change, negative = inhibition, most hits filed as inhibitors; 0.007% of 270,000 active; AID 1868; note: potency is the fitted concentration of half-maximal effect; % is set by controls: 0 for no effect and ±100 for the full control effect
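Human GALK (5 nM) with 35 uM ATP and 100 uM galactose in 20 mM HEPES pH 8.0, 5 mM MgCl2, 60 mM NaCl, 1 mM DTT, 0.01% BSA. After 1 h at room temperature, leftover ATP was read by Kinase-Glo Plus luminescence.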
Integrin act MD: activates integrin-mediated alleviation for muscular dystrophy. alpha7betagal myoblasts, beta-gal FDG fluorescence, 48 h. Potency, µM (top dose mostly 38.3 µM), without a hit: at the highest dose activation, usual class: activators. 0.064% of 350,000 active. AID 624291;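 note: potency is the fitted concentration of half-maximal effect; 100% = response of the positive control SU9516; nearly all actives have a fitted effect of over 60% in size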
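alpha7betagal+/- myoblasts (passage 13, 250/well) treated 48 h at 37C with compounds at 1:260 dilution of DMSO stock. Lysed, then beta-galactosidase activity read as FDG fluorescence (ex 480/em 540) after 30 min, with pre-read for autofluorescence.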
Giardia kill: kills Giardia lamblia | Giardia lamblia trophozoite viability | 0.15% of 340,000 active | AID 540267 | activity change, % at 7.66 µM, hits read low; in the data active = activity change below about -80%; inconclusive = between about -30% and that limit;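 note: parasites exposed to compound for two days anaerobically before the ATP read; % is set by controls: 0 for no effect and ±100 for the full control effect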
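Luminescent ATP signal served as the viability read-out, measured 15-30 min after adding ATP detection reagent to trophozoites that had been incubated with compounds for 48 hrs at 37 deg C anaerobically at 100 cells/well.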
Chronic BCR inh: blocks chronic active B-cell receptor signaling; ABC-DLBCL IkBa-CBG/CBR reporter, luminescence ratio, 4 h; Potency, µM (series often up to 46.1 µM), for the others: top-dose ratio change, negative = lower green/red ratio, usual class: inhibitors; 0.05% of 340,000 active; active = well fitted inhibition curve with a large enough effect in the signal ratio, with a control signal flat, not every such curve was filed as active; inconclusive = small, poorly fitted or top-dose-only effect, or effect the other way, or a change in a side signal; the % refers to the signal ratio;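 note: potency is the fitted concentration of half-maximal effect; plate controls were basal doxycycline-induced cells for no effect and cells given 10 µM MG132 for full effect; MG132 reads +100%, hits lower the ratio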
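TMD8 ABC-DLBCL cells carrying doxycycline-inducible green luciferase fused to IkappaBalpha plus unfused red luciferase were exposed to compounds (up to 46 uM) for 4 hrs at 37C. Activity came from the overlap-corrected green/red luminescence ratio.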
B2AR arrestin: agonists driving beta-arrestin recruitment to human beta2-adrenergic receptor; Potency, µM (top dose mostly 46.1 µM), for the others: top-dose activation, actives largely listed as activators; AID 492947; beta-arrestin recruitment to beta2AR, cell-based reporter; 0.02% of 330,000 active; P07550;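 note: potency is the fitted concentration of half-maximal effect; 0% = DMSO controls and full agonism = EC100 isoproterenol or metaproterenol; nearly all actives have a fitted effect of over 65% in size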
PTAP TSG101 blk: blocks PTAP/TSG101 interaction to inhibit HIV-1 budding; Q99816; Fluorescence polarization, FITC-PTAP peptide / Tsg101 binding; Potency, µM (top dose mostly 115 µM), for inactives: top-dose activity change, negative = inhibition, hits mostly inhibitors; 340,000 tested, under 10 active; AID 493005; active = well fitted inhibition curve with a large enough effect in the main read-out, with a control signal flat, not every such curve was filed as active; inconclusive = small, poorly fitted or top-dose-only effect, or effect the other way, or a change in a side signal; inactive = no such curve, though single readings can be large or run the other way; note: potency is the fitted concentration of half-maximal effect; % of control where 0% means no effect
Target sequence (Q99816 whole entry, looked up): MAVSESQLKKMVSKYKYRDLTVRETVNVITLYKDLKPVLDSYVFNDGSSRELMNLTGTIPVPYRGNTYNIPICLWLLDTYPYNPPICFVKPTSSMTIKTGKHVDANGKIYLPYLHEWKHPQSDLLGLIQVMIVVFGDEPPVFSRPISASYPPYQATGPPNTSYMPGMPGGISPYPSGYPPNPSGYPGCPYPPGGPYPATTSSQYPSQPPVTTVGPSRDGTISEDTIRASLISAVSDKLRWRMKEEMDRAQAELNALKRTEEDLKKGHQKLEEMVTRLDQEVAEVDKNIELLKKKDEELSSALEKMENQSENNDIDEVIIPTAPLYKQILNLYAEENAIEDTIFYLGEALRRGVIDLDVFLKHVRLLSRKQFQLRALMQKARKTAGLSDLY
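Steps: Tsg101 binding domain dispensed (10 uM final), compounds pinned in DMSO, FITC-labeled PTAP-motif peptide added (50 nM final); after 20 min binding at room temperature, polarization measured.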
FBPA coupling cs: counter-screen for Giardia aldolase inhibitors: coupling enzyme system; coupling enzyme system counterscreen, AmpLite Red fluorescence; activity change, negative = inhibition, % at 58.2 µM, hits read low; 0.67% of 290,000 active; AID 2472; in the data active = activity change below about -30%; note: % is set by controls: 0 for no effect and ±100 for the full control effect
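Fluorescence at 525 nm excitation and 598 nm emission measured inhibition of the coupled detection system without aldolase. Compounds (at 57.5 uM final) were preincubated 10 min at room temperature with coupling enzyme reagent before a 20 min substrate/AmpLite Red step.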
Menin MLL FP TR: displaces Texas Red mutant MLL peptide from human menin. O00255. Menin + Texas Red MLL mutant peptide, fluorescence polarization. Potency, µM (titrated, usually from 61.6 µM), without a hit: at the top dose FP activity change, negative = inhibition, usual class: inhibitors. 0.23% of 270,000 active; active = well fitted inhibition curve with a large enough effect in the polarisation, with a control signal flat, not every such curve was filed as active; inconclusive = small, poorly fitted or top-dose-only effect, or effect the other way, or a change in a side signal; inactive = no such curve, though single readings can be large or run the other way; the % refers to the polarisation; note: potency is the fitted concentration of half-maximal effect; % of control where 0% means no effect; many of its hits are not listed in these tables
An asterisk follows results filed as active; ? = inconclusive; nt = not tested or not shown; [ ] = dose if it differs, or a comment. Unless noted, calls come from the whole dose curve; as a rule, active = well fitted curve in the direction sought with a large enough effect; inconclusive = small, poorly fitted or top-dose-only effect, or another doubt; inactive = no such curve, though single readings can be large; an effect the other way counts as inactive or inconclusive. These rows are one share of the data (hit frequency here may not be typical).

SMILES	S-ASM inh	PKM2 activator	Tb PFK inh	GALK inhibitor	Integrin act MD	Giardia kill	Chronic BCR inh	B2AR arrestin	PTAP TSG101 blk	FBPA coupling cs	Menin MLL FP TR
CCN(C(=O)c1ccc(=O)n(C)n1)c1c(N)n(Cc2ccccc2)c(=O)[nH]c1=O	3%	nt	1%	nt	-7%	14	1%	-0.5%	-1%	nt	nt
Cc1cc(C)c(S(=O)(=O)NCc2cn3c(C)csc3n2)cc1C	2%	-11%	-10%	0%	5%	-1	-2%	3.8%	0%	0	?
CC1=C(C#N)C(NC(=O)c2ccc(C)cc2)(C(F)(F)F)C(=O)N1 (stereo not drawn)	0%	-2%	-2%	-1%	11%	11	2%	-0.6%	-3%	1	4%
O=C(Nc1ccccn1)c1ccc(-c2ccccc2)cc1	15%	-27%	-13%	4%	-1%	?	?	-0.4%	-2%	0	49%[activator]
COc1ccc(-c2noc(CCC(=O)NCc3cc(Br)ccc3OC)n2)cc1	-1%	0%	nt	-5%	-9%	-13	nt	nt	0%	-1	7%
c1cnc(NC2C3CC4CC(C3)CC2C4)nc1 (stereo not drawn)	-1%	-3%	-2%	0%	-15%	10	12%	-0.1%	0%	-3	-14%
O=C(COC(=O)C1=COCCO1)Nc1cccc(Oc2ccccc2)c1	1%	1%	-5%	0%	-20%	13	17%	-0.2%	?	1	5%
Cc1cc(C(=O)NNC(=O)/C=C/c2ccco2)c(C)o1	nt	nt	-25%	nt	16%	20	-2%	-0.2%	-2%	nt	nt
CCc1ccc(NC(=S)N2CCCCCCC2)cc1	-2%	0%	1%	-3%	-43%	-22	4%	-0.2%	-8%	1	-1%
COc1ccc(NC(=O)Nc2c(C)n(C)n(-c3ccccc3)c2=O)c(OC)c1	2%	nt	3%	2%	2%	3	1%	-0.2%	-2%	nt	nt
O=C(Cn1c(C(F)(F)F)nc2ccccc21)NCCN1CCCC1	-1%	-4%	-21%	-3%	3%	0	2%	-0.2%	-4%	-1	-23%
O=S(=O)(c1cccc2nsnc12)N1CCN(C/C=C\c2ccccc2)CC1	-1%	27%	2%	2%	-23%	14	-14%	0.6%	4%	4	-8%
O=C(CNCc1ccccc1)Nc1cccc(Cl)c1Cl	4%	nt	-4%	nt	-28%	12	2%	-1.0%	-7%	0	-17%
Cc1cc(NC(=O)CSc2nc3c([nH]c4ccccc43)c(=O)n2-c2cccc(C(F)(F)F)c2)no1	6%	-4%	3%	2%	-6%	37[activator]	-2%	-0.6%	1%	-1	4%
Cc1ccnc(NS(=O)(=O)c2ccc(NC(=O)c3oc4ccc(F)cc4c3C)cc2)n1	10%	nt	-1%	-3%	5%	-10	?	0.3%	-5%	nt	nt
CCCCn1c(N)c(N(CC(C)C)C(=O)c2ccc([N+](=O)[O-])o2)c(=O)[nH]c1=O	5%	nt	-1%	nt	14%	13	0%	-0.3%	-2%	nt	nt
CCOc1ncccc1C(=O)OCC(=O)Nc1ccc(C(C)C)cc1	-5%	-6%	-2%	11%	?	17	8%	0.1%	-7%	3	3%
Cc1onc(C(=O)N2CCC(Cc3ccccc3)CC2)c1[N+](=O)[O-]	-1%	0%[0.46 µM]	2%	0%	-61%[inhibitor]	14	?	-0.4%	-6%	0	-2%
Cc1ccc(C(=O)N/C(=C\c2ccco2)C(=O)NCCCn2ccnc2)cc1C	-1%	-4%	1%	0%	-19%	-9	7%	-0.3%	-4%	-27	-6%
CC(C)CC(c1nnnn1C1CCCCC1)N1CCN(c2ncccn2)CC1 (stereo not drawn)	-3%	0%	4%	5%	-4%	-1	6%	0.0%	-7%	5	-4%
CCC(Sc1nc2ncccc2[nH]1)C(=O)NCCc1ccccc1 (stereo not drawn)	-14%	4%	-1%	nt	1%	-11	-10%	-0.2%	-4%	0	-2%
O=[N+]([O-])c1ccc(N2CCCCC2)nc1N1CCCCC1	-19%	0%	3%	-2%	-14%	-17	11%	-0.3%	-2%	0	nt
Cc1ccc(S(=O)(=O)N(C)c2ccc(OC(=O)c3cccs3)cc2)cc1	-11%	nt	12%	nt	5%	-3	5%	-0.9%	-2%	nt	nt
Cc1cc(C)c(NC(=O)CCCN2CCCC2)c(C)c1	-1%	-1%	1%	-1%	0%	-15	13%	-0.4%	-2%	6	-14%
COC(=O)C(Nc1ccccc1Cl)(c1cc(C)c(O)c(C)c1)C(F)(F)F (stereo not drawn)	-6%	-3%	-6%	-5%	-25%	19	?	-0.2%	-5%	1	?
NNC(=O)c1cccc(Cn2cc(Br)c([N+](=O)[O-])n2)c1	-2%	1%	-23%	5%	2%	?	?	-0.5%	0%	0	nt
FC(F)(F)c1cccc(-n2cccc2/C=N/n2cnnc2)c1	5%	20µM*	2%	5%	-8%	-20	-4%	-0.2%	-6%	4	-2%
Cc1ccc(CC(=O)N(C)CC(=O)Nc2ccc(N3CCOCC3)cc2)cc1C	-2%	nt	-1%	nt	2%	2	14%	0.3%	0%	nt	nt
C=CCOc1ccc(C2NC(=S)NC3=C2CCc2ccccc23)cc1 (stereo not drawn)	3%	4%	0%	0%	26%	1	21%	-0.5%	-1%	-2	nt
Oc1ccccc1C1=Nc2ccccc2N=C(c2cccs2)C1	-16%	-3%	0%	5%	-17%	-11	?	-0.3%	-3%	3	?
CCOc1nc(Nc2ccc(OC)cc2)nc(N2CCOCC2)n1	1%	4%	-3%	-1%	?	-4	-5%	-0.7%	-3%	0	44%[activator]
CCN1CCN(C(=O)c2cc(S(=O)(=O)Nc3ccc(S(C)(=O)=O)cc3)ccc2Cl)CC1	2%	0%	-6%	1%	20%	1	-6%	0.0%	2%	-2	5%
C/C(CCc1ccccc1)=N\NC(=O)c1ccccc1	2%	2%	2%	1%	13%	-14	?	-1.7%	-6%	2	-7%
COCCN1Cc2cccc(C(=O)Nc3cc(OC)ccc3OC)c2C1=O	-2%	1%	-1%	1%	15%	9	-3%	-0.2%	0%	-1	-1%
Cc1ncc(CN2CCN(C(C)C)C(CCO)C2)s1 (stereo not drawn)	2%	1%	-7%	3%	-4%	-1	2%	-0.8%	-3%	2	7%
CC(C)C(=O)OCC(=O)Nc1ccc2c(c1)CCC2	-1%	-2%	-1%	-1%	-3%	-12	?	0.4%	-2%	-1	-1%
Cc1cccc(OCC(=O)Nc2cccc(O)c2)c1	0%	0%	-10%	4%	7%	7	?	0.0%	-6%	-1	15%
CCn1cc(C=C2C(=O)c3ccccc3C2=O)c2ccccc21	-7%	1%	3%	0%	-14%	10	2%	-0.5%	?	1	?
COc1ccccc1N1CCN(C2CC(=O)N(c3ccc(F)cc3)C2=O)CC1 (stereo not drawn)	1%	1%	5%	-2%	0%	-9	4%	0.3%	-2%	2	7%
CCC1(c2ccccc2)NC(=O)N(CC(=O)Nc2ccc3c(c2)OCO3)C1=O (stereo not drawn)	-4%	6%	-2%	11%	-16%[7.66 µM]	0	3%	-0.2%	-6%	-1	7%
O=C1C(C=Nc2ccccc2)=C(O)c2ccccc21	-2%	-34%	-6%	1%	15%	-17	?	0.1%	-5%	0	nt

Reformatted with bars between the fields: part of the list above
Structure | S-ASM inh | PKM2 activator | Tb PFK inh | GALK inhibitor | Integrin act MD | Giardia kill | Chronic BCR inh | B2AR arrestin | PTAP TSG101 blk | FBPA coupling cs | Menin MLL FP TR
Cc1cccc(OCC(=O)Nc2cccc(O)c2)c1 | 0% | 0% | -10% | 4% | 7% | 7 | ? | 0.0% | -6% | -1 | 15%
CCn1cc(C=C2C(=O)c3ccccc3C2=O)c2ccccc21 | -7% | 1% | 3% | 0% | -14% | 10 | 2% | -0.5% | ? | 1 | ?
CCC1(c2ccccc2)NC(=O)N(CC(=O)Nc2ccc3c(c2)OCO3)C1=O (stereo not drawn) | -4% | 6% | -2% | 11% | -16%[7.66 µM] | 0 | 3% | -0.2% | -6% | -1 | 7%
O=C1C(C=Nc2ccccc2)=C(O)c2ccccc21 | -2% | -34% | -6% | 1% | 15% | -17 | ? | 0.1% | -5% | 0 | nt

From PubChem BioAssay
